NCI-60 one-dose screen, 48 h, at 10 µM unless noted. Numbers give growth in % (100 = growth as untreated, 0 = no growth, -100 = all killed).
SW-620: SW-620 colon cancer; actives 5.2% (n = 82,000); AID 1794795
HCT-116: HCT-116 colon cancer; actives 7.3% (n = 82,000)
SNB-19: SNB-19 CNS cancer cells | actives 2.5% (n = 81,000) | AID 1794751
SNB-75: SNB-75 CNS cancer; actives 5% (n = 79,000); AID 1794750
COLO 205: COLO 205 colon cancer. AID 1794742. actives 7.3% (n = 79,000)
HT29: HT29 colon cancer; actives 7.4% (n = 81,000)
HCT-15: HCT-15 colon cancer. actives 5.2% (n = 82,000). AID 1794746
KM12: KM12 colon cancer cells | AID 1794800 | actives 5% (n = 82,000)
HCC-2998: HCC-2998 colon cancer. AID 1794799. actives 4.7% (n = 79,000)
* hit, by the source's call; . = not tested or not shown. The calls were made as follows: active = growth percent below 10; inactive = the rest.

SMILES | SW-620 | HCT-116 | SNB-19 | SNB-75 | COLO 205 | HT29 | HCT-15 | KM12 | HCC-2998
Cc1ccccc1/C=C/c1nn2c(-c3ccoc3C)nnc2s1 | 104 | 106 | 91 | 111 | 108 | 98 | 98 | 105 | 108
COc1cc(-c2cc(/C=C/C(=O)c3ccc(F)c(F)c3)[nH]n2)cc(OC)c1OC | 67 | 29 | 68 | 57 | 61 | 54 | 47 | 41 | 87
COc1ccc(S(=O)(=O)N(C)C)cc1N | 101 | 105 | 107 | 96 | 110 | 95 | 104 | 104 | 106
COc1ccc(C2CC(=O)c3c(cc(OC)c(O)c3OC)O2)cc1 (centres undefined) | 122 | 117 | 105 | 95 | 103 | 97 | 104 | 101 | 109
COc1ccc(-c2cc3nc(NC(C)=O)[nH]c(=O)c3s2)cc1 | 104 | 101 | 101 | 100 | 108 | 96 | 106 | 99 | 93
O=[N+]([O-])c1ccc(N/N=C(\c2ccccc2)c2ccc(Cl)cc2)nc1 | 101 | 82 | 117 | 98 | 108 | 71 | 92 | 101 | 102
N#Cc1coc(-c2ccccc2)n1 | 110 | 98 | 94 | 79 | 116 | 103 | 98 | 118 | 100
CC(C)C1NC(=S)CNC1=S (centres undefined) | 95 | 105 | 97 | . | 118 | 105 | 101 | 104 | 100
Cc1ccccc1N1CCN(CC(O)CSc2ccccc2)CC1 (centres undefined) | . | 89 | 102 | 103 | 94 | 80 | 100 | 102 | 97
O=Cc1ccc(-c2cn3ccnc3c(-c3ccc4ncn(Cc5ccccc5)c4c3)n2)cc1 | 96 | 7.4* | 86 | 79 | 126 | 82 | 51 | 96 | 105
Cc1n(Cc2ccc3ccccc3n2)c2ccccc2[n+]1Cc1ccc2ccccc2n1 | 97 | 106 | 87 | 89 | 57 | 71 | 111 | 66 | 61
Cc1ccc(Nc2ccc(Nc3ccc(C)cc3)c3c2C(=O)c2ccccc2C3=O)cc1 | 106 | 96 | 98 | 78 | 91 | 106 | 101 | 109 | 114
N#CCC(=O)Nc1ncc(Cc2ccc(Cl)cc2)s1 | 55 | 76 | 95 | 80 | 101 | 76 | 43 | 73 | 78
CCn1c(Sc2nnc(Nc3ccc(F)cc3)s2)nc2c1c(=O)n(C)c(=O)n2C | 92 | 93 | 99 | 92 | . | 97 | 97 | 113 | 95
Cc1cccc(-c2nc(C(=O)O)c3cccc(F)c3n2)c1 | 102 | 98 | 98 | 80 | 109 | 106 | 100 | 103 | 103
CCOc1ccc2c(c1)sc1nc(-c3ccccc3)c(-c3cc(OC)c(OC)c(OC)c3)n12 | 101 | 99 | 109 | 90 | 117 | 115 | 101 | 102 | 101
C/C(=N/O)c1ccc(N2C(=O)c3ccccc3C2=O)cc1 | 111 | 106 | 101 | 105 | 106 | 106 | 96 | 102 | 98
Cc1ccc(S(=O)(=O)N(CCCc2c(C)nc(N)nc2N(C)C)c2ccccc2)cc1 | . | 54 | 102 | 85 | 79 | 39 | 96 | 91 | 99
COc1cc(Cn2cc3c(c2)-c2onc(CO)c2CC3)cc(OC)c1OC | 87 | 84 | 95 | 82 | 107 | 104 | 89 | 91 | 101
O=C(O)/C=C/CCC1SCC2NC(=O)NC21 (centres undefined) | 101 | 104 | 103 | 98 | 113 | 105 | 100 | 97 | 105
O=C(N/N=C\c1cc(Cl)ccc1O)N/N=C/c1cc(Cl)ccc1O | 42 | 16 | 58 | 40 | 46 | 94 | 32 | 44 | 46
COc1ccc(C2Cc3ncccc3-c3nc(N)c4cccnc4c32)c(OC)c1OC (centres undefined) | 116 | 98 | 94 | 86 | 106 | 107 | 105 | 97 | 108
CCC(C)(C)c1ccc(OCCCCCCN2CCNCC2)cc1 | -10* | 6.4* | 69 | 61 | -50* | 8.9* | -36* | 25 | -14*
O=C1Nc2ccccc2/C1=C\c1c[nH]c2ccc(Br)cc12 | 94 | 86 | 89 | 56 | 58 | 87 | 49 | 13 | 72
CCOC(=O)/C=C(/C)Sc1cc(O)c2ccccc2c1O | -40* | 122 | -15* | -83* | 47 | 80 | -13* | 3.1* | 17
O=C1S/C(=C\c2ccccc2)C(=O)N1Cc1cc2ccccc2nc1Cl | 101 | 104 | 93 | 89 | 112 | 112 | 100 | 99 | 106
C[N+](C)(C)CC(=O)N/N=C/c1ccc(O)cc1O | 101 | 107 | 113 | 96 | 114 | 96 | 99 | 69 | 107
CC(C)Sc1nc(NN)c(C#N)c(-c2ccc(F)cc2)n1 | 94 | 83 | 69 | 66 | 103 | 105 | 60 | 81 | 91
CC(C)/C1=N/NC(=O)CCCCC(=O)N/N=C(/C(C)C)CC[C@@H](C)CCOC(=O)c2cccc(n2)C(=O)OCC[C@H](C)CC1 | 96 | 102 | 98 | 78 | 105 | 103 | 99 | 101 | 101
COc1cc(NCC(O)CN2CCCCC2)c2ncccc2c1 (centres undefined) | 95 | 83 | 104 | 113 | 58 | 96 | 101 | 102 | 101

Some of the entries so far, with values under each structure:
Every second line gives: SW-620, HCT-116, SNB-19, SNB-75, COLO 205, HT29, HCT-15, KM12, HCC-2998
O=C(O)/C=C/CCC1SCC2NC(=O)NC21 (centres undefined)
  101, 104, 103, 98, 113, 105, 100, 97, 105
O=C(N/N=C\c1cc(Cl)ccc1O)N/N=C/c1cc(Cl)ccc1O
  42, 16, 58, 40, 46, 94, 32, 44, 46
COc1ccc(C2Cc3ncccc3-c3nc(N)c4cccnc4c32)c(OC)c1OC (centres undefined)
  116, 98, 94, 86, 106, 107, 105, 97, 108
CCC(C)(C)c1ccc(OCCCCCCN2CCNCC2)cc1
  -10*, 6.4*, 69, 61, -50*, 8.9*, -36*, 25, -14*
O=C1Nc2ccccc2/C1=C\c1c[nH]c2ccc(Br)cc12
  94, 86, 89, 56, 58, 87, 49, 13, 72
CCOC(=O)/C=C(/C)Sc1cc(O)c2ccccc2c1O
  -40*, 122, -15*, -83*, 47, 80, -13*, 3.1*, 17
O=C1S/C(=C\c2ccccc2)C(=O)N1Cc1cc2ccccc2nc1Cl
  101, 104, 93, 89, 112, 112, 100, 99, 106
C[N+](C)(C)CC(=O)N/N=C/c1ccc(O)cc1O
  101, 107, 113, 96, 114, 96, 99, 69, 107
CC(C)Sc1nc(NN)c(C#N)c(-c2ccc(F)cc2)n1
  94, 83, 69, 66, 103, 105, 60, 81, 91
CC(C)/C1=N/NC(=O)CCCCC(=O)N/N=C(/C(C)C)CC[C@@H](C)CCOC(=O)c2cccc(n2)C(=O)OCC[C@H](C)CC1
  96, 102, 98, 78, 105, 103, 99, 101, 101
COc1cc(NCC(O)CN2CCCCC2)c2ncccc2c1 (centres undefined)
  95, 83, 104, 113, 58, 96, 101, 102, 101

New compounds follow:
SMILES | SW-620 | HCT-116 | SNB-19 | SNB-75 | COLO 205 | HT29 | HCT-15 | KM12 | HCC-2998
CC(C)(C)OC(=O)CC(c1ccccc1)c1ccccc1 | 100 | 102 | 112 | 79 | 100 | 96 | 100 | 108 | 120
COc1ccc(-c2cnc3ncnn3c2-c2cc(OC)c(OC)c(OC)c2)cc1 | 102 | 94 | 99 | 79 | 116 | 105 | 99 | 107 | 106
O=S(=O)(Nc1ncccn1)c1ccc(NCc2ccc(N=Cc3c(O)[nH]c4ccccc34)cc2)cc1 | 95 | 87 | 104 | 83 | 108 | 103 | 91 | 23 | 111
C[n+]1ccccc1/C=C\c1ccccc1Cl | 106 | 100 | 116 | 105 | 108 | 109 | 104 | 102 | 103
Cn1c(=O)[nH]c(=O)c2nc3cc(-c4ccc(F)cc4F)oc3nc21 | 99 | 109 | 92 | 92 | 110 | 95 | 102 | 102 | 100
O=C(Nc1ccccc1O)c1ccccc1Nc1ccnc(C(F)(F)F)c1 | 102 | 84 | 107 | 91 | 148 | 124 | 104 | 102 | 107
O=C1NC(=O)C(Cc2ccc(OCc3ccc(-c4ccc(Cl)cc4Cl)cc3)cc2)S1 (centres undefined) | 68 | 39 | 74 | 59 | 90 | 86 | 40 | 48 | 61
COc1cc(C#N)cc(OC)c1OC | 109 | 107 | 107 | 101 | 91 | 89 | 103 | 103 | 106
COc1cc(Nc2ncccc2NC(=O)c2cn(Cc3ccc(F)cc3)nn2)cc(OC)c1OC | 102 | 102 | 99 | 104 | 109 | 106 | 106 | 99 | 115
CN1CCN(c2ccc3c(C(N)=O)c(NC(=O)c4ccc(C(C)(C)C)cc4)sc3c2)CC1 | 44 | 38 | 76 | 82 | 70 | 20 | 16 | 82 | 96
CC(O)(c1ccc(Cl)cc1)C(c1ccccc1)c1ccccn1 (centres undefined) | 105 | 89 | 101 | 87 | 101 | 90 | 92 | 104 | 108
COc1ccccc1Cn1c(-c2ccccc2OC)nc2ccccc21 | 98 | 73 | 97 | 101 | 108 | 96 | 92 | 75 | 91
COc1cc(-n2cc(C#N)c(N)c2C(=O)c2ccc(C)cc2)cc(OC)c1OC | 92 | 106 | 94 | 73 | 106 | 103 | 101 | 100 | 108
COc1ccc(/C=C/C=C\C(=O)c2ccc(N3CCCCC3)cc2)cc1 | 100 | 108 | 98 | 97 | 94 | 95 | 96 | 102 | 103
COc1ccc(C2=NOC(CC(=O)N3CCCCC3)C2)cc1OC1CCCC1 (centres undefined) | 100 | 88 | 93 | 80 | . | 101 | 103 | 101 | 110
C=C(C=O)[C@@H]1CC[C@]2(CN)CC[C@]3(C)[C@H](CC[C@@H]4[C@@]5(C)CCCNC(C)(C)[C@@H]5CC[C@]43C)[C@@H]12 | 103 | 77 | 81 | 107 | 110 | 86 | 84 | 92 | 112
OC(CN1CCOCC1)CN1CCOCC1 | 113 | 109 | 102 | 99 | 123 | 103 | 100 | 113 | 104
Fc1ccc(F)c(-c2cnc3nonc3n2)c1 | 104 | 74 | 92 | 109 | 119 | 103 | 93 | 103 | 119
CCOc1cc2ncc(C#N)c(Nc3ccc(OCc4cccc(F)c4)c(Cl)c3)c2cc1NC(=O)CCCCC1CCSS1 (centres undefined) | 99 | 76 | 105 | 98 | 103 | 87 | 97 | 83 | 105
Cc1cccc(C)c1NC=O | 102 | 99 | 105 | 96 | 112 | 115 | 105 | 96 | 110
CSc1nnc2c3ccccc3n(Cc3ccccc3)c2n1 | 97 | 99 | 94 | 93 | 114 | 104 | 91 | 101 | 106
NC(=O)C1C2C(=O)N(c3ccc(Cl)cc3)C(=O)C2C2c3ccccc3C=NN12 (centres undefined) | 96 | 96 | 89 | 89 | 103 | 95 | 104 | 92 | 102
O=C(/C=C(O)/C=C/c1ccc2[nH]ccc2c1)/C=C/c1ccc2[nH]ccc2c1 | 102 | 77 | 81 | 90 | 83 | 78 | 69 | . | 110
C=CC(Cl)CC1CCC2OC12 (centres undefined) | 105 | 113 | 103 | 93 | 108 | 107 | 105 | 106 | 110
CCC(=O)c1ccc(-c2ccccc2)cc1 | 105 | 100 | 115 | 100 | 110 | 94 | 98 | 105 | 100
Cc1ccc(NC(=O)Nc2cc(C(F)(F)F)cc(C(F)(F)F)c2)c(C(=O)O)c1 | 101 | 81 | 88 | 82 | 108 | 112 | 66 | 100 | 104
CCn1c(SCC(=O)N/N=C/c2cn(-c3ccccc3)nc2-c2ccc(Cl)cc2)nc2c1c(=O)n(C)c(=O)n2C | 99 | 96 | 88 | 89 | 112 | 103 | 96 | 99 | 104
CC1CCN(Cc2c(O)ccc3cc(-c4nc5ccccc5s4)c(=O)oc23)CC1 | 89 | 70 | 85 | 101 | 78 | 60 | 60 | 73 | 79
COc1cc(C2NC(c3cc(OC)c(OC)c(OC)c3)C(C#N)(C#N)C2(C#N)C#N)cc(OC)c1OC (centres undefined) | 96 | 91 | 98 | 81 | 101 | 105 | 98 | 100 | 99
CC[C@H](Nc1ncnc2nc[nH]c12)c1nc2cccc(CNCc3ccc(C(=O)NO)cc3)c2c(=O)n1-c1ccccc1 | 109 | 103 | 99 | 88 | 113 | 96 | 118 | 99 | 97
CCOc1ccc2nc(NC(=O)CSC(=S)N3CCN(C)CC3)sc2c1 | 109 | 90 | 100 | 99 | 116 | 100 | 89 | 91 | .
Cc1ccc(Nc2cc(Cl)nc(N)n2)c([N+](=O)[O-])c1 | 96 | 95 | 100 | 84 | 120 | 98 | 80 | 96 | 100
COc1cc(C2C3=C(COC3=O)Nc3c2ccc2c3CCCC2)cc2c1OCO2 (centres undefined) | 23 | 0.3* | 36 | 34 | -68* | -3.8* | 11 | -35* | 5.1*
CC(C)C(O)c1ccccc1 (centres undefined) | 105 | 105 | 110 | 97 | 121 | 119 | 104 | 106 | 105
NC(N)=NN=C(c1ccccn1)c1ccccn1 | 106 | 89 | 107 | 91 | 113 | 100 | 111 | 104 | 102
CC(C)(C)CC1OC1CSC#N (centres undefined) | 105 | 113 | 99 | 87 | 118 | 102 | 100 | 114 | 105
O=[N+]([O-])c1ccc(O)cc1 | 104 | 103 | 108 | . | 105 | 107 | 101 | 99 | 94
CN(Cc1cnc2nc(N)nc(N)c2n1)c1ccc(C(=O)NC(CCC(=O)O)C(=O)O)cc1 (centres undefined) | 27 | 21 | 47 | 60 | 58 | 28 | 26 | 32 | 28
CCCCn1ccnc1C | 114 | 108 | 106 | 87 | 139 | 107 | 105 | 111 | 105
O=C(CN1C(=O)c2ccccc2S1(=O)=O)Nc1nc(-c2cc3ccccc3oc2=O)cs1 | 103 | 104 | 101 | 97 | 117 | 103 | 108 | 101 | 102
Cc1cc2c(cc1C1(c3ncc(C(=O)O)cn3)CC1)C(C)(C)CCC2(C)C | 94 | 93 | 108 | 74 | 116 | 115 | 101 | 103 | 108
O=C1Nc2cc(-c3ccc(NS(=O)(=O)c4ccc(C(F)(F)F)cc4)cc3)ccc2/C1=C/c1ccc[nH]1 | 33 | 2.8* | 70 | 19 | 24 | 12 | 16 | 21 | 30
C=C(C)CC/C=C\C(=O)O | 104 | 104 | 103 | 100 | 106 | 105 | 102 | 99 | 107

Screens from PubChem.
